# Bioassay records deposited in PubChem BioAssay by National Center for Advancing Translational Sciences (NCATS).
# L3MBTL1 block = L3MBTL1 (human) inhibition; Q9Y468; AlphaScreen L3MBTL1–H3K9me1 peptide binding; Potency, µM (top dose mostly 57.1 µM), without a hit: at the top dose activity, negative = inhibition, most hits filed as inhibitors; 0.66% of 230,000 active; active = well fitted inhibition curve with a large enough effect; inconclusive = small, poorly fitted or top-dose-only effect; inactive = no such curve, though single readings can be large or run the other way; also: nearly all actives have a fitted effect of over 60% in size
# Target sequence (Q9Y468 whole entry, looked up): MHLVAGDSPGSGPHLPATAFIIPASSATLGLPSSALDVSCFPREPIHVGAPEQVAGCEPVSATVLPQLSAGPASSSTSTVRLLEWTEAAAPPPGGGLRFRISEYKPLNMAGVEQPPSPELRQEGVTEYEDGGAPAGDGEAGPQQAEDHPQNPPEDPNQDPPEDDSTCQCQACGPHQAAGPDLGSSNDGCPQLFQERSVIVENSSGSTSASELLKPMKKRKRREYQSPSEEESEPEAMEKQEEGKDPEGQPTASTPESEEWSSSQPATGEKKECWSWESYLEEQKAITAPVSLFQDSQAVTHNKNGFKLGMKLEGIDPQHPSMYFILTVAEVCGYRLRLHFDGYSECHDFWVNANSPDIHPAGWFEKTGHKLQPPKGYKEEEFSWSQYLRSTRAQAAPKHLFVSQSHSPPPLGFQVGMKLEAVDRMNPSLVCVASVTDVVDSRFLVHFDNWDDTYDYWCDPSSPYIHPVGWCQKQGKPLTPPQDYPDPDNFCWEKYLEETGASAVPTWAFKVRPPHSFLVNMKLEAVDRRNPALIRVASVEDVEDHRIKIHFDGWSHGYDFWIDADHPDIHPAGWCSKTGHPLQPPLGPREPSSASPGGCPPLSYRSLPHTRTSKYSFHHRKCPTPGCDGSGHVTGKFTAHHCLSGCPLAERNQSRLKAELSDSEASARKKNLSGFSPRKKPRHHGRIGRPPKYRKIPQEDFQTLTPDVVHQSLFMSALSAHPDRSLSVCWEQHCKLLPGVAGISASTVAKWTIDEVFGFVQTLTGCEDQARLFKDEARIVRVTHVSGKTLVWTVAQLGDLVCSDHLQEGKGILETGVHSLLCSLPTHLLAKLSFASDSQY
#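 L3MBTL1 (50 nM) pre-complexed 30 min with biotinylated H3(1-15)K9me1 peptide (75 nM), then compounds added for 30 min at room temperature; AlphaScreen streptavidin donor/nickel chelate acceptor beads (10 ug/mL final) read after 30 min dark incubation.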
# * marks the source's active call; other numbers are inactive results; ? = inconclusive; [ ] = dose if it differs, or a comment. % is scaled to controls: 0 for no effect and ±100 for the full control effect; potency is read from the fitted curve at half-maximal effect.
SMILES | L3MBTL1 block
O=C(CCc1nnc2n(Cc3ccc(F)cc3)c(=O)c3ccccc3n12)NCCN1CCOCC1 | -5%
COc1ccc(S(=O)(=O)N2CCCCCC2)cc1C(=O)N(C)Cc1ccc(C)cc1 | -1%
CCOc1cc(C(=O)OCc2cc(=O)n3c(C)csc3n2)ccc1OC | -8%
CCC(c1nnc(SCC(=O)Nc2ccc(N3CCOCC3)cc2)n1Cc1ccccc1)N(C)C (stereo not drawn) | -2%
Cc1ccc(N(C)C(=O)c2cc(S(=O)(=O)N3CCc4ccccc43)cn2C)cc1 | -2%
COc1ccc2nc(SC(C)C(=O)NC3CCCCC3)[nH]c2c1 (stereo not drawn) | -5%
O=C1c2ccc(-c3ccc(F)cc3OCc3ccccc3)cc2S(=O)(=O)c2cccc(C(=O)N3CCN(c4ncc(Cl)cc4Cl)CC3)c21 | -4%
COc1cc(C(=O)NCC(=O)NC(C)c2ccc(-n3ccnc3)cc2)cc(OC)c1OC (stereo not drawn) | 0%
CCCCc1nnc(NC(=O)c2ccc3c(=O)n4c(nc3c2)CCC4)s1 | 7%
O=C(c1ccco1)N1CCN(Cc2cc(=O)c(OCc3ccc([N+](=O)[O-])cc3)co2)CC1 | 2%
Cc1ccc(C(=O)N2CCN(S(=O)(=O)c3ccccc3)CC2)s1 | 1%
Cc1ccccc1CNC(=O)C(=O)NCC1CCCN1S(=O)(=O)c1cccs1 (stereo not drawn) | -7%
C=CC[C@]12CCc3sccc3C1N(c1ccc(C(=O)OCC)cc1)C2=O (stereo partly drawn) | 11%
Cn1c(=O)[nH]c(=O)c2c1nc(Br)n2Cc1cccc(Br)c1 | 5%
CCNC(=S)NC1CC2CCCC(C1)N2Cc1ccc(C)cc1 (stereo not drawn) | 2%
CCOc1ccc(OCC)c(S(=O)(=O)n2cnc(C)c2)c1 | -5%[2.29 µM]
COc1ccc(-c2noc(CCC(=O)N3CCN(c4cccc(C)c4C)CC3)n2)cc1 | -6%
COc1cc(OC)c(N2CC(C(=O)Nc3cc(Cl)ccc3N3CCOCC3)CC2=O)cc1Cl (stereo not drawn) | 0%
O=C1c2ccccc2C(=O)N1CCC#Cc1ccc2cc(C3(O)CCCCC3)oc(=O)c2c1 | 0%
Cc1cc(N/C=C/C(=O)c2ccccc2)ccc1Br | 1%
Cc1ccc(C(=O)NNC(=O)Cn2ccc(C(F)(F)F)n2)o1 | -10%
Cc1csc(NC(=O)C(C)Oc2ccc(Br)cc2)n1 (stereo not drawn) | 8%
C=CCOC(=O)C1=C(C)NC(=O)NC1c1ccc(O)cc1 (stereo not drawn) | 0%
O=C(NNS(=O)(=O)c1ccc(F)cc1)c1ccccc1 | 4%
CC1Sc2ccc(C(=O)NCc3ccccn3)cc2NC1=O (stereo not drawn) | 3%

# Reformatted: entries from further up
> Cn1c(=O)[nH]c(=O)c2c1nc(Br)n2Cc1cccc(Br)c1
  L3MBTL1 block = 5%

> O=C(NNS(=O)(=O)c1ccc(F)cc1)c1ccccc1
  L3MBTL1 block = 4%

# Further entries
SMILES | L3MBTL1 block
c1ccc2c(c1)CCc1c(-c3ccncc3)n[nH]c1-2 | -3%
OCC[C@@H]1C[C@@H](O)[C@H](O)[C@]2(OCc3ccccc32)O1 | -3%
CC1CCN(CC(O)COc2ccc(OCC(O)CN3CCC(C)CC3)cc2)CC1 (stereo not drawn) | 2%
COc1ccc([C@@H]2[C@@H]3C(=O)N(C(C)(C)C)C(=O)[C@@H]3[C@]3(CC(C)C)C(=O)N(c4ccccc4)C(=O)N23)cc1 | 4%
COc1ccc2c(c1)OC[C@H]1[C@@H]2N2C(=O)CNC(=O)[C@@]2(C)[C@H]1c1ccccc1 | -6%
CC1CCN(C(=O)CN2C(=O)NC(c3ccccc3)(c3ccccc3)C2=O)CC1 | 3%
Cc1cc(C(=O)Nc2ccccc2Cl)c2ccccc2n1 | 3%
CCn1cc(CN2CCN(CC(C)(C)C)C(CCO)C2)c2ccccc21 (stereo not drawn) | 5%
COC1=CC(=O)[C@@]2([C@@H]1O)[C@@H](Cl)C[C@]13C(OC)=C(OC)C(=O)C[C@]21CCN3C | 5%
CC1(C)CCN2CCC(C)(C)c3c(O)ccc1c32 | ?
Cc1c2cnn(CC(=O)NCCN3CCOCC3)c(=O)c2c(C)n1Cc1ccccc1 | 3%
CN(C/C=C/c1ccccc1)Cc1cccc2ccccc12 | 51%[activator]
Cc1ccc(C)c(SCC(=O)N(C)CC(=O)Nc2ccc(N3CCOCC3)cc2)c1 | -15%
CCN(CC(=O)Nc1ccc2c(c1)OCCO2)C(=O)c1cc(S(=O)(=O)N2CCOCC2)ccc1F | 6%
COc1cccc(CC(=O)OC(C)C(=O)Nc2ccc(Cl)cn2)c1 (stereo not drawn) | 5%
N#Cc1ccccc1OCC(=O)NCc1ccccc1CN1CCCC1 | -1%
O=C(CN1C(=O)NC2(CCCCC2)C1=O)N1CCN(S(=O)(=O)c2ccc(F)c(F)c2F)CC1 | 3%
COC(=O)c1ccccc1S(=O)(=O)NCc1nc2nc(C)cc(C)n2n1 | 5%
O=C1C(Cl)=C(N2CCCC2)C(=O)N1c1ccc(F)cc1 | 19%
COc1ccc(NC(=O)c2ccc(S(=O)(=O)N3CCCC3)cc2)cc1OC | -1%
CCc1cccc2c(C(=O)COC(=O)c3cnc(C)cn3)c[nH]c12 | 4%
CS(=O)(=O)c1ccc(-c2sc3ccccc3c2C(=O)N2CCN(c3ccc(F)cc3)CC2)cc1 | 0%
COc1ccc(-c2cc(C(=O)N3CCCCC3)c3ccccc3n2)cc1 | -5%
COc1ccc(NC(=O)Nc2ccc3c(c2)C(=O)N([C@H](C)CO)C[C@H](C)[C@@H](CN(C)C(=O)NC(C)C)O3)cc1 | -5%
CC1CC(C)(C)CC2(C1)NC(=O)N(CC(=O)Nc1nccs1)C2=O (stereo not drawn) | 5%

# (list continues)
SMILES | L3MBTL1 block
COc1cc(C(=O)N2CCc3ccccc32)cc(OC)c1OC | 5%
O=C1N[C@@H](Cc2c[nH]c3ccccc23)COC(=O)[C@@H](Cc2ccc(F)cc2)C/C=C\C[C@H]1CC(=O)N(CCO)Cc1ccccc1 | -1%
CC1CC(C)CN(C(=O)c2cccc(S(=O)(=O)NCc3ccccc3)c2)C1 (stereo not drawn) | -3%
CNC(=O)CSc1nnc(-c2ccco2)n1-c1cccc(C)c1C | -9%
c1ccc(-c2ccc(CN3CCSCC3)cc2)cc1 | -2%
CCOc1ccc2ccc(OCC)c(/C=N/n3cnnc3)c2c1 | -3%
Cc1ccc(N(CCC#N)C(=O)COC(=O)C2CCN(c3ccc(C(F)(F)F)cn3)CC2)cc1 | 3%
Cc1cccc(NC(=O)CSc2nc(=O)n(CCN3CCOCC3)c3c2CCCC3)c1C | 11%
COc1ccc([C@H]2CC(=O)C=C(c3cccc4c3sc3ccccc34)C2)cc1OC | -5%
CCOC(=O)[C@@H]1[C@H]2COc3cc(OC)ccc3[C@@H]2N2C(=O)N(c3cccc(F)c3)C(=O)[C@@]12C | 3%
CCOc1ccc(N(CC(=O)NCc2ccccc2C)S(C)(=O)=O)cc1 | 5%
CC(=O)c1cccc(NC(=O)CCc2nc3sc4c(c3c(=O)[nH]2)CCCC4)c1 | ?
O=C(COC(=O)Cc1ccc(F)cc1)NC1CCCC1 | -3%
Cc1ccc(S(=O)(=O)N2CCN(c3ncnc4scc(-c5ccc(F)cc5)c34)CC2)cc1 | -18%
CC(=O)Oc1ccc(C(=O)NCc2ccc3c(c2)OCO3)cc1 | 3%
COC(=O)C1CCN(C(=O)NC2CC(=O)N(c3ccc4c(c3)OCCO4)C2)CC1 (stereo not drawn) | -7%
CCCCn1c(N)c(N(CCC(C)C)C(=O)c2ccc3ccccc3c2)c(=O)[nH]c1=O | 2%
COc1ccc(/C=C/C(=O)OC(C)CN2CCCCC2)cc1 (stereo not drawn) | -5%
COc1ccc(NC(=O)COC(=O)C2CC(=O)N(CCc3ccc(OC)c(OC)c3)C2)cc1Cl (stereo not drawn) | ?
Nc1cccc(-c2cnc3ccccc3n2)c1 | -5%
CCCCN(C(=O)c1ccc(Br)o1)C1CCS(=O)(=O)C1 (stereo not drawn) | 2%
COc1ccc(C(CNC(=O)c2cccc(S(=O)(=O)N3CCc4ccccc43)c2)N(C)C)cc1 (stereo not drawn) | 7%
CN(C)S(=O)(=O)c1cccc(NC(=O)c2cccc(S(=O)(=O)N3CCc4ccccc43)c2)c1 | -3%
COc1ccc(Cl)cc1C(=O)NCC(=O)OCc1ccccc1 | 24%
COc1ccc2[nH]c3c(c2c1)CCN1C(=O)C(CC(=O)NCCC2=CCCCC2)C[C@H](C(=O)N(C(C)C)C(C)C)[C@@]31C (stereo partly drawn) | -8%

# Next results follow.
smiles,L3MBTL1 block
Cc1ccc(CN2CCN(CC(=O)NCc3ccccc3)CC2)cc1,-3%
COc1ccc(CNC(=O)COC(=O)c2ccc(Br)c(S(=O)(=O)N3CCOCC3)c2)cc1,-1%
Cc1ccc(SCC(=O)OCC(=O)N(C)CC(=O)Nc2ccc(F)cc2)cc1C,-5%
NS(=O)(=O)c1ccc(NC(=O)c2ccc(Cl)c(S(=O)(=O)NCc3ccco3)c2)cc1,-6%
C=CCN(c1ccccc1)S(=O)(=O)c1cccc(C(=O)Nc2ncccc2O)c1,-13%
COc1ccc(C(=O)N2CCN(C(=O)C3CCCO3)CC2)cc1[N+](=O)[O-] (stereo not drawn),3%
COc1ccc(NS(=O)(=O)c2cccc(C(=O)NCC3(N4CCCCC4)CCCCC3)c2)cc1,-1%
COc1ccc(C(c2c(C)n(C)n(-c3ccccc3)c2=O)c2c(C)n(C)n(-c3ccccc3)c2=O)c(OC)c1OC,4%
Cc1ccc(NC(=O)CSCC(=O)Nc2ccccc2N2CCCC2)cc1,-12%
CN(C)CCn1c2c(c(SCC(=O)Nc3cccc4ccccc34)nc1=O)CCCC2,-2%

# Brought forward from above: 7 entries, followed by the next part.
smiles,L3MBTL1 block
NS(=O)(=O)c1ccc(NC(=O)c2ccc(Cl)c(S(=O)(=O)NCc3ccco3)c2)cc1,-6%
C=CCN(c1ccccc1)S(=O)(=O)c1cccc(C(=O)Nc2ncccc2O)c1,-13%
COc1ccc(C(=O)N2CCN(C(=O)C3CCCO3)CC2)cc1[N+](=O)[O-] (stereo not drawn),3%
COc1ccc(NS(=O)(=O)c2cccc(C(=O)NCC3(N4CCCCC4)CCCCC3)c2)cc1,-1%
COc1ccc(C(c2c(C)n(C)n(-c3ccccc3)c2=O)c2c(C)n(C)n(-c3ccccc3)c2=O)c(OC)c1OC,4%
Cc1ccc(NC(=O)CSCC(=O)Nc2ccccc2N2CCCC2)cc1,-12%
CN(C)CCn1c2c(c(SCC(=O)Nc3cccc4ccccc34)nc1=O)CCCC2,-2%
Cc1cccn2c(=O)c(C=C(C#N)C#N)c(N3CCN(C)CC3)nc12,0%
COCCN(Cc1ccc(F)cc1)C(=O)c1cc2ccccc2oc1=O,-8%
COc1ccc(/C=C/C(=O)N2CCN(C)CC2)cc1OC,35%[activator]
Cc1ccc(S(=O)(=O)N(C)C)cc1NC(=O)CSc1nnc(C2CC2)n1C1CC1,0%
COCCNC(=O)CCC1CCN(Cc2cccc(Oc3ccccc3)c2)CC1,11%
Cc1ccc(C23CC4CC(CC(C(=O)NC(C)C)(C4)C2)C3)cc1,10%
Cc1ccc(NC(=O)C(C)OC(=O)CSc2ccccc2)cc1 (stereo not drawn),6%
Cc1ccn2cc(C(=O)Nc3cccc(C(=O)NC4CC4)c3)nc2c1,-10%
O=C(c1cccc(S(=O)(=O)N2CCN(c3ccccc3)CC2)c1)N1CCCC(C(F)(F)F)C1 (stereo not drawn),18%
CC(CC(=O)Nc1nnc(C(C)(C)C)s1)c1ccccc1 (stereo not drawn),2%

# Following part
smiles,L3MBTL1 block
Cc1noc(C)c1NC(=O)N(C)C[C@@H]1Oc2ccc(NC(=O)C3CCCCC3)cc2C(=O)N([C@@H](C)CO)C[C@H]1C,4%
Cc1ccc(CSc2nc(N)cc(N)n2)cc1,0%
CN(C)S(=O)(=O)c1ccc(C(=O)NNC(=O)C23CC4CC(CC(C4)C2)C3)cc1,-6%
Cc1c(OCC(=O)N2CCC(C(N)=O)CC2)ccc2c3c(c(=O)oc12)CCCC3,-1%
Cc1ccccc1NC(=O)COC(=O)c1ccc2c(c1)OCCO2,1%
CCN1C(=O)[C@H]2[C@@H](c3ccc(Cl)cc3)N3C(=O)CN(CC4CC4)C(=O)[C@@]3(C)[C@H]2C1=O,-5%
Cc1cc(C(=O)COC(=O)c2n[nH]c(=O)c3ccccc23)c(C)n1C,-9%
CC(=O)Nc1ccc(S(=O)(=O)NC2CC(=O)N(c3ccc(C)cc3)C2)cc1 (stereo not drawn),-5%
COc1ccc(N2CC(C(=O)NCc3n[nH]c(=O)c4ccccc34)CC2=O)cc1 (stereo not drawn),-12%
CCc1sc(C(=O)NNC(=O)CNC(=O)c2ccccc2F)cc1C,1%

# The listing continues.
smiles,L3MBTL1 block
COc1cc(/C=N/n2nnnc2N)ccc1OCC#N,3%
CCCCN(C(=O)C1CC(=O)N(CCc2ccc(OC)c(OC)c2)C1)c1c(N)n(CCCC)c(=O)[nH]c1=O (stereo not drawn),-1%
CN(c1ccc(OC(=O)c2ccc(-n3cncn3)c([N+](=O)[O-])c2)cc1)S(=O)(=O)c1ccccc1,-6%
CCC(=O)c1cn([C@H](CCC(OC)OC)CC(=O)OC(C)(C)C)cc1CC,-2%
CC1CCCCC12NC(=O)N(CC(=O)NCC(=O)Nc1ccc(F)c(F)c1F)C2=O (stereo not drawn),-7%
O=C(Nc1ccc2nc(N3CCOCC3)sc2c1)c1ccc(F)cc1,-4%
O=C(COC(=O)CCSc1ccc(F)cc1)NCc1ccc(F)cc1,10%

# Some of the compounds tested. The share of hits here may be higher or lower than overall.
